Source: PubChem (Sanford-Burnham Center for Chemical Genomics)
Gli-Sufu block: Gli-Sufu pathway antagonists, primary screen, luciferase luminescence, Sufu-KO-LIGHT cells, uHTS; Sufu-KO-LIGHT fibroblasts, Gli luciferase reporter luminescence; inhibition, % at 5 µM; hit rate 0.74% among 340,000;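 active means inhibition above about 55%, limit read from the data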;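 further: 0% = DMSO-treated cells and 100% = wells with medium but no cells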
HKDC1 inhibitor: HKDC1 hexokinase inhibitors, primary screen, biochemical, fluorescence, uHTS; Q2TB90; recombinant HKDC1, G6PDH/diaphorase resazurin coupled fluorescence; inhibition, % at 20 µM; hit rate 0.16% among 340,000;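 active means inhibition above about 35% when tested at 20 µM, limit read from the data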;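 further: plate controls were DMSO wells with enzyme for no effect and DMSO wells lacking enzyme for full effect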
Target sequence (Q2TB90 whole entry, looked up): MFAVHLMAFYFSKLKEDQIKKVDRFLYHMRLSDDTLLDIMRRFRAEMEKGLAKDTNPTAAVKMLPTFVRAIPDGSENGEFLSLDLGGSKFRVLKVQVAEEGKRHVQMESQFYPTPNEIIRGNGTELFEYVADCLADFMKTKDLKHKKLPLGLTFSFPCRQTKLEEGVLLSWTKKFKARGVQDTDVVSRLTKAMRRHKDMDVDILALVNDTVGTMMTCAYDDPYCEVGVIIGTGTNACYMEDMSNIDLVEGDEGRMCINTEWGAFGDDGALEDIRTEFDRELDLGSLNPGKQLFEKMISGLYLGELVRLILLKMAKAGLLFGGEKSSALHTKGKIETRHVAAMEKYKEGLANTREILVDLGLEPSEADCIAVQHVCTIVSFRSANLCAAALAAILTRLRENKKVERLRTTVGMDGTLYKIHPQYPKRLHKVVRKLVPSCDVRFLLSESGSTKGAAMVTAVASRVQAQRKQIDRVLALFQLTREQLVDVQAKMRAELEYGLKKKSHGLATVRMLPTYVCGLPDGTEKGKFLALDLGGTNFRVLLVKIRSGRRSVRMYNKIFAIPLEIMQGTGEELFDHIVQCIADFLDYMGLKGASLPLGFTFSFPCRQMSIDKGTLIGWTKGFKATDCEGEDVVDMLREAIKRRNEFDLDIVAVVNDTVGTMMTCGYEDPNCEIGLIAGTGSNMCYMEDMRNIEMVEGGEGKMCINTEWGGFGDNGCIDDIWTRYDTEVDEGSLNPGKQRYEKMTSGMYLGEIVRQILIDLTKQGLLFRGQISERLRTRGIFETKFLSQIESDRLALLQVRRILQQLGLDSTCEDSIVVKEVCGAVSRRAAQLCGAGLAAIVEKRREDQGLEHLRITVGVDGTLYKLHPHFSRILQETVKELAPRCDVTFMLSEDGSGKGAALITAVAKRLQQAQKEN
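Material: recombinant HKDC1 hexokinase; Amount: HKDC1 at 5 µg/mL; Medium: Tris pH 8.0 buffer with MgCl2, Tween-20, BSA, BME; Schedule: 90 min reaction incubation at room temperature, dark; Technique: coupled resazurin fluorescence, excitation 525 nm, emission 613 nm.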
SENP7 inh: SENP7 protease inhibitors, primary screen, biochemical, luminescence, uHTS; Sentrin-specific protease 7 (Homo sapiens), Q9BQF6; recombinant SENP7, Z-RLRGG-aminoluciferin luminescence, 40 min; inhibition, % at 5 µM; hit rate 1.5% among 330,000; AID 434973, 2010;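 active means inhibition above about 50% at the single test dose, limit read from the data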;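 further: plate controls were DMSO with enzyme for no effect and no enzyme buffer wells for full effect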
SENP8 block: SENP8 protease inhibitors, primary screen, biochemical, luminescence | purified SENP8, Z-RLRGG-aminoluciferin cleavage | inhibition, % at 10 µM | hit rate 1.2% among 330,000
Apaf-1 inh: inhibitors of human Apaf-1 apoptosome, primary screen, biochemical, DEVD-Rh110 fluorescence, uHTS; reconstituted apoptosome caspase-3 activity; inhibition, % at 20 µM; hit rate 0.71% among 330,000; AID 489030, 2010; active means inhibition of at least 40% at 20 µM;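 further: plate controls were DMSO wells for no effect and DEVD-CHO caspase inhibitor wells for full effect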
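Material: cell-free apoptosome with Apaf-1, procaspase-3 and caspase-9; Buffer or medium: Hepes pH 7.5 with detergent and BSA; Reagent: cytochrome c trigger plus (Z-DEVD)2-Rh110 caspase-3 substrate; Times: compound with Apaf-1, dATP, procaspase-3 30 min, then 50 min reaction, room temperature; Technique: Rh110 fluorescence intensity.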
697 NFkB inh: inhibitors of PMA/ionomycin-induced NF-kB reporter, 697 cells, primary screen, B-cell NF-kB inhibitor project, cell-based, luminescence, uHTS; 697 B-cell NF-kB luciferase reporter, 16 h; inhibition, % at 4 µM; hit rate 0.33% among 330,000; AID 435022, 2010; in the data active means inhibition above about 35%
Jurkat NFkB inh: inhibitors of induced NF-kB luciferase reporter, primary screen, TCR NF-kB activation inhibitor project, cell-based, luminescence, uHTS | hit rate 0.53% among 330,000 | inhibition, % at 4 µM | Jurkat, PMA/ionomycin-induced NF-kB luciferase reporter | AID 435003, 2010
UBC13 inh: UBC13 polyubiquitin chain formation inhibitors, primary screen, biochemical, TR-FRET, uHTS; AID 485273, 2010; inhibition, % at 20 µM; hit rate 0.47% among 330,000; Ubiquitin-conjugating enzyme E2 N (Homo sapiens), P61088; in the data active means inhibition above about 45%, passing the limit was not always enough
Target sequence (P61088 whole entry, looked up): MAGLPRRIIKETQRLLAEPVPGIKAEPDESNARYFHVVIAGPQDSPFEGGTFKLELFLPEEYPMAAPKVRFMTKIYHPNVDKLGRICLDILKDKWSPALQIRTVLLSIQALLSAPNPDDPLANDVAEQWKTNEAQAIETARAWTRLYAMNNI
Starred values were filed as active, the others as inactive; x = no result given. Unless noted, no stated cut-off is given here; in the data, active means inhibition above about 50%; inactive means the rest. No enrichment for hits. About 3.6% of those tested had a hit in this group.

Values run as follows: Gli-Sufu block, HKDC1 inhibitor, SENP7 inh, SENP8 block, Apaf-1 inh, 697 NFkB inh, Jurkat NFkB inh, UBC13 inh
CC(Nc1c([N+](=O)[O-])c(=O)oc2ccccc12)C(Cl)c1ccccc1 (configuration not stated)
  7, -4, 4, 2, 12, -20, -22, -1
N#Cc1ccc(-c2ccccc2)nc1SCCN1CCOCC1
  10, -14, 7, 3, -1, -17, -11, -2
Cc1cc(/C=C(\C#N)C(=O)NCc2ccco2)c(C)[nH]1
  -6, 2, -5, -16, 12, -9, -8, -4
CCOC(=O)C1CCCN(CC(=O)Nc2c(C(=O)OC)[nH]c3ccccc23)C1 (configuration not stated)
  5, -3, -9, -11, 9, -4, -7, -6
O=C(Nc1c2ccccc2nc2ccccc12)C(Cl)(Cl)Cl
  -6, 8, 10, -7, 14, 21, 5, -27
O=C1CCC(C(=O)O)N1 (configuration not stated)
  5, -2, -2, 3, -10, 3, 4, 9
O=[N+]([O-])c1cc(S(=O)(=O)NCCN2CCOCC2)ccc1Sc1nnnn1-c1ccccc1
  15, 9, -3, -1, 4, -17, 18, -10
COc1cccc(OC)c1C(=O)Nc1cccc2c1CCCC2
  1, -3, 9, -10, 1, -9, 6, -1
CC(C)(C)NC(=O)COc1ccc(S(=O)(=O)N2CCCC2)cc1
  -6, -7, -17, -5, -4, -13, -8, -12
COc1ccc(S(=O)(=O)N(C)C)cc1NCC(=O)Nc1cccc2ccccc12
  0, 8, 7, -2, -5, -8, -9, 3
COc1ccccc1C(=O)NCC(=O)NCCc1ccc(Cl)cc1
  -5, 0, 0, -4, 3, 11, -2, 3
CCCS(=O)(=O)N1CCN(Cc2ccncc2)CC1
  -4, -10, 2, 6, -21, 3, -1, 6
C=C1CCN([C@@H](CC(C)C)C(=O)Nc2ccc(OC)cc2)S(=O)(=O)c2ccccc21
  -3, 0, -1, -8, 5, 10, 16, 11
COc1ccc(CCNS(=O)(=O)c2ccc3c(c2)NC(=O)CCS3)cc1OC
  x, 1, 4, -5, 3, -12, -9, -3
CCOC(=O)C1(Cc2cccc(Cl)c2)CCCN(C(=O)c2cc(C)n(C)n2)C1 (configuration not stated)
  3, -4, -1, 8, 13, 1, -4, 5
COc1ccc(/C(N)=N/OC(=O)c2ccco2)cc1OC
  -40, -3, 2, 0, -3, -73, -80, -6
COc1cc(NC(=O)c2ccco2)c(OC)cc1NC(=O)CCC(=O)Nc1cccc(C)c1C
  3, -8, 2, -8, -2, 12, 7, 5
O=C(O)c1cccc(NC(=S)NC(NC(=O)c2ccccc2[N+](=O)[O-])C(Cl)(Cl)Cl)c1 (configuration not stated)
  -9, -12, 0, 3, -4, -5, 1, 2
CCCc1cc(N2CCCC(C(=O)NCC)C2)n2ncnc2n1 (configuration not stated)
  4, -2, 4, -5, -18, 14, -8, 4
CCC(C)[C@H]1CNCCN1CCCc1cc(OC)c(OC)c(OC)c1 (some centres not stated)
  4, 1, -3, 6, -9, 10, 12, 4
COc1ccc2nc(NC(=O)CSCC(=O)Nc3cc(C)on3)sc2c1
  -47, 6, 1, -4, 5, 0, -33, 2
Cc1cc(NS(=O)(=O)c2ccc(NS(=O)(=O)c3cc(C)c(Cl)cc3Cl)cc2)no1
  3, 0, 0, -1, 0, -14, -4, -6
CCOC(=O)CCCCC(=O)c1[nH]c(=O)[nH]c1C[n+]1ccc(C)cc1
  -3, -9, -12, -14, 6, -9, 4, -12
CC(C)N(C)C(=O)c1ccc(OC2CCN(CCc3ccccc3)CC2)cc1
  11, -6, 7, -3, 1, 13, 3, 5
CC(C)c1[nH]c(=O)c(C#N)c2c1CSC(C)(C)C2
  -17, -4, -1, 2, 0, -2, -3, -4
O=C(CN1C(=O)c2ccccc2C1=O)NCCOc1ccccc1
  1, 1, 5, 2, -3, 1, 7, 6
CC1CC(C)CN(CCOc2cccc3ccccc23)C1 (configuration not stated)
  20, 3, -7, 5, -2, -2, 7, 6
CC1CCCCC1N=C1NC(C)(C)CS1 (configuration not stated)
  8, -6, -1, -4, -4, 3, -18, -6
CC(C)n1c(N2CCN(C(=O)Nc3ccc(F)cc3F)CC2)nc2ccccc21
  10, 1, 0, -4, 2, -14, 1, -7
O=C(Nc1ccc(CN2CCOCC2)cc1)c1ccccc1F
  -62, -9, 3, -4, 2, -52, -78, -2
N#Cc1nc(COc2ccccc2)oc1N1CCCC1
  33, -5, -6, 0, 12, -19, -2, 1
COc1cc(/C=N/NC(=S)NCCN2CCOCC2)cc(OC)c1OC
  5, 18, 6, -3, 8, -4, -5, 1
CCc1cccc(NC(=O)CCS(=O)(=O)c2ccc3c(c2)NC(=O)CO3)c1
  1, -3, -3, 0, -11, 5, -1, 8
CCN(CC(=O)Nc1c(F)cccc1F)C(=O)c1cnc(C)cn1
  9, -3, 0, 2, -12, 21, 4, -3
COc1ccccc1-c1noc(-c2ccncc2)n1
  -16, 5, 51*, 23, -11, -18, -23, 3
CN1CCN(c2nc3c(c(=O)n(C)c(=O)n3C)n2Cc2ccccc2)CC1
  -12, -8, -4, 2, -4, -1, 1, 8
CC(C)=CCC[C@](C)(O[C@@H]1O[C@H](CO[C@@H]2O[C@H](CO)[C@@H](O)[C@H](O)[C@H]2O)[C@@H](O)[C@H](O)[C@H]1O)C1CC[C@]2(C)C1C(=O)CC1[C@@]3(C)CC[C@H](O[C@H]4O[C@@H](CO)[C@H](O)[C@@H](O)[C@@H]4O)C(C)(C)C3CC[C@]12C (some centres not stated)
  7, 0, 3, 2, 2, 9, 4, 5
CC(=O)Nc1ccccc1OCc1nnc(-c2ccc(Cl)cc2)o1
  -21, 3, 0, -6, -8, -7, -6, 12
COc1ccc(CC(NC(C)=O)C(=O)NC2CCN(C(=O)C3CC3)CC2)cc1OC (configuration not stated)
  -12, -6, 1, 2, -11, 18, 2, 1
COc1ccc(NC(=O)C2CCCN(S(=O)(=O)c3cccc4cccnc34)C2)cc1OC (configuration not stated)
  1, 3, -2, 0, -6, 2, 7, -6
CC(C)CC(=O)Nc1ccc(C(=O)CN2CCN(c3ccc(O)cc3)CC2)cc1
  -1, 0, -3, 2, 9, 8, 6, -5
COC(CNC(=O)c1ccc(N2CCc3ccccc32)c([N+](=O)[O-])c1)OC
  8, 15, 4, 6, -4, 17, 12, -60
COc1ccc(-n2c(N)c(C#N)c3ccc([N+](=O)[O-])cc3c2=O)cc1
  -18, 4, 1, 5, -2, -11, -1, -2
Cc1ccc(NC(=O)CC(=O)Nc2ccc(C)cc2)cc1
  -20, 2, 6, 2, -1, 1, -8, 3
CSc1ccc(CN2CCSCC2)cc1
  -2, -6, 1, -4, -8, 13, 0, 3
COc1ccc(NC(=O)C2CC(c3ccc(Cl)cc3)=NO2)cc1 (configuration not stated)
  -5, -2, -10, 1, 2, 3, 13, -4
O=C(CSCC(=O)N1CCOCC1)Nc1ccccc1
  -16, 1, -1, 5, -2, -9, -2, -2
CC(=O)c1c(C)[nH]c(C(=O)Nc2cccc(C)n2)c1C
  -97, 1, 9, -15, 14, -122, -149, 2
O=C(Nc1ccc(Br)c2cccnc12)c1ccc(Cn2cc(Cl)cn2)o1
  29, -1, 1, -1, -4, 15, 2, 3
CN(c1ccc(C(=O)NC2CCCCC2)cc1)S(=O)(=O)c1ccccc1
  -6, 7, 0, 1, 10, 0, 11, -5
O=C(O)CCc1ccc(-c2ccccc2)n1NC(=O)c1sc2ccccc2c1Cl
  7, 3, 5, 3, 16, 5, -9, -5
O=C(Nc1cccnc1)c1cc(Br)c(Br)s1
  -15, 4, 30, 14, 12, -6, -33, -8
CC(C)(C)c1cc(-c2nc(N)nc(N)n2)cc(C(C)(C)C)c1
  5, 0, -6, 1, 10, 9, 4, 21
O=C(CC(c1ccccc1)c1ccccc1)Nc1ccc(C(=O)O)cc1
  5, -2, -2, 3, -1, 9, 4, -6
CCC(C)(C)NC(=O)C(c1ccccc1Cl)N(Cc1cccnc1)C(=O)CCC(=O)Nc1cc(C)on1 (configuration not stated)
  24, 1, 5, -4, -2, 6, 1, 0
CCOCCCNC(=S)N1CCC(NC(=O)C23CC4CC(CC(C4)C2)C3)CC1
  -2, -3, -7, -3, -2, 16, 6, 1
CC(C)OC(=O)c1cccc(C(=O)O)n1
  3, -1, 3, 1, 0, -4, -17, -4
CCCCC1(O)CC(C(F)(F)F)=NN1C(=O)COc1ccccc1 (configuration not stated)
  3, -5, 0, 8, 8, -13, 18, -4
CN(/N=C/c1cc(Br)cc(Br)c1O)c1cccc(C(F)(F)F)n1
  2, -1, 0, 8, 6, 19, -15, 3
Cc1ccccc1CSc1nnnn1-c1ccc(C(N)=O)cc1
  18, 3, 8, -1, 0, 12, 10, 7

Reprinted from the part before: 2 compounds, followed by the next part.
Values run as follows: Gli-Sufu block, HKDC1 inhibitor, SENP7 inh, SENP8 block, Apaf-1 inh, 697 NFkB inh, Jurkat NFkB inh, UBC13 inh
CN(/N=C/c1cc(Br)cc(Br)c1O)c1cccc(C(F)(F)F)n1
  2, -1, 0, 8, 6, 19, -15, 3
Cc1ccccc1CSc1nnnn1-c1ccc(C(N)=O)cc1
  18, 3, 8, -1, 0, 12, 10, 7
CCOC(=O)c1c(C)nn(-c2ncccc2NC(=O)CCC(=O)O)c1C
  2, 3, 4, -7, -4, -4, -8, 1
Cn1c(=NC(=O)CSCC(=O)N2CCCC2)sc2ccccc21
  -3, -1, -1, 3, -5, 1, 14, -3
COc1cc(/C=C2\S/C(=N/S(=O)(=O)Cc3ccccc3)NC2=O)c([N+](=O)[O-])cc1OC
  14, -3, 5, 1, 9, 12, 4, -1
CCCCN(c1ccccc1)S(=O)(=O)c1ccc2c(c1)CCN2C(=O)CCC(=O)O
  3, -4, -9, -12, 9, 6, -6, -11
O=C(Cc1sc(Nc2ccccc2)nc1-c1ccccc1)NCc1ccccc1
  -22, -3, 2, -4, 31, -185, -102, -12
O=C(NCC(c1ccco1)N1CCCC1)c1cn(Cc2ccccc2)nc1-c1ccccc1 (configuration not stated)
  5, 2, -1, -13, 24, -24, -8, -2
COc1ccc(C(=O)Nc2ccc(F)cc2F)cc1OC
  -19, -1, 0, -10, -1, 6, -3, 3
O=C(Nc1cc2c(cc1Br)OCCO2)c1ccco1
  -40, -12, -10, -16, 1, -51, -42, -2
C=CCNS(=O)(=O)c1cccc(C(C)=O)c1
  4, 0, 6, -4, 11, 14, -16, 10
COc1ccc(-c2[nH]nc3c2C(c2ccsc2)C(C#N)=C(N)O3)cc1 (configuration not stated)
  8, -3, -12, -16, -8, 3, 8, 4
O=C(NNC(=O)c1ccc(-n2cncn2)c([N+](=O)[O-])c1)c1ccc(Cl)cc1
  -12, 2, -12, 1, 4, -1, -3, -1
COc1cccc(NC(=O)C(C)C)c1
  -1, 1, 4, 4, -7, 24, 1, 1
Cc1ccnc(NS(=O)(=O)c2ccc(NC(=O)Cc3c(F)cccc3Cl)cc2)n1
  2, -5, -3, 3, 0, 3, -5, -5
O=C(NCCc1cccc(F)c1)[C@@H]1CSC2c3ccccc3C(=O)N21 (some centres not stated)
  -3, -4, 14, -1, -3, -7, 5, -1

One compound at a time, as listed above.
Shown for CC(C)(C)NC(=O)COc1ccc(S(=O)(=O)N2CCCC2)cc1 = Gli-Sufu block: -6; HKDC1 inhibitor: -7; SENP7 inh: -17; SENP8 block: -5; Apaf-1 inh: -4; 697 NFkB inh: -13; Jurkat NFkB inh: -8; UBC13 inh: -12
Shown for COc1ccccc1-c1noc(-c2ccncc2)n1 = Gli-Sufu block: -16; HKDC1 inhibitor: 5; SENP7 inh: 51*; SENP8 block: 23; Apaf-1 inh: -11; 697 NFkB inh: -18; Jurkat NFkB inh: -23; UBC13 inh: 3
